Screens (PubChem BioAssay)
PLC-gamma1 inh – PLC-gamma1 enzyme inhibitors, primary screen, biochemical, fluorescence, purified enzyme | 0.84% of 370,000 active | inhibition, % at 12.2 µM | 1-phosphatidylinositol 4,5-bisphosphate phosphodiesterase gamma-1 (Homo sapiens), P19174 | fluorogenic substrate; in the data active = inhibition above about 9.5%
ADAM17 inh – ADAM17 inhibitors, primary screen, biochemical, QFRET | Disintegrin and metalloproteinase domain-containing protein 17 (Homo sapiens), P78536 | 0.83% of 370,000 active | recombinant ADAM17, EDANS/DABCYL FRET peptide cleavage | inhibition, % at 6.95 µM | AID 720648, 2013;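 active = inhibition above the mean of compounds lying between control limits plus 3 SD, set per campaign, cut at about 8.5% in these data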;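 also: 0% = DMSO-only wells as the low control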
Target sequence (P78536 215-824 limits assumed): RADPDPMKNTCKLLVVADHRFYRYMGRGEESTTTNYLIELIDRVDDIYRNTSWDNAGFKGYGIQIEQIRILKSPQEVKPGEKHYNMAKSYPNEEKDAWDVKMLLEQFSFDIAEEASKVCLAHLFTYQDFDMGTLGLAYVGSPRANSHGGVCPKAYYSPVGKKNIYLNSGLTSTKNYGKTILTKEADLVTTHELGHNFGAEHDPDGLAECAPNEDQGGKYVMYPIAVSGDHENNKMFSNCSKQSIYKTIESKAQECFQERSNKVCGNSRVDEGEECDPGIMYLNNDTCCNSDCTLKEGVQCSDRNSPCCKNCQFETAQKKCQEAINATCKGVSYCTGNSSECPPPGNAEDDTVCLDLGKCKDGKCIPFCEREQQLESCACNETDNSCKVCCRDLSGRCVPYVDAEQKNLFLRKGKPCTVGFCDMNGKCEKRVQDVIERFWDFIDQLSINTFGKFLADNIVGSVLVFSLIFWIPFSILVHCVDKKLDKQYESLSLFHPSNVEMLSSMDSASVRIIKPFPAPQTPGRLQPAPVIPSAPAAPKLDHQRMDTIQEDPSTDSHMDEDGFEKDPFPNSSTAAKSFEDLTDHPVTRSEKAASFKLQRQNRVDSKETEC
SIAE primary – human SIAE inhibitors, primary screen, biochemical, fluorescence polarization, FP-Rh probe, 1536-well HTS. Sialate O-acetylesterase (Homo sapiens), Q9HAT2. SIAE FP-Rh probe binding. 0.69% of 370,000 active. inhibition, % at 9.66 µM;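 active = inhibition above a cutoff: mean of compounds within the control limits plus 3 SD of those, cut at about 17% in these data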;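 also: 0% = plate median of compound wells and 100% = probe without SIAE protein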
Tn7 DDE FP – inhibitors of Tn7 peptide binding to fibrin DD(E), primary screen, biochemical, fluorescence polarization, human fibrin, Tn7 probe. FP displacement of FITC-Tn7 peptide from fibrin DD(E); 0% = median of compound wells per plate. inhibition, % at 8.3 µM. 0.13% of 370,000 active;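 active = inhibition above the mean of compounds falling within the control limits plus 3 SD of them, cut at about 14% in these data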;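 also: 0% = plate median of compound wells and 100% = 10 µM Aha-Tn7 peptide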
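Measure: % inhibition scaled between sample-field median and high-control FP; Test system: human fibrin DD(E); Quantity: 2 µM final DD(E) protein; Doses: one dose, 8.3 µM nominal; Schedule: compound with protein 10 min, then 3 h after probe, room temperature; Detection: fluorescence polarization; Medium: Tris buffer with calcium and detergent, pH 7.8.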
ASAP1 GAP inh – inhibitors of human ASAP1 ArfGAP activity, primary screen, biochemical, fluorescence polarization. Arf-GAP with SH3 domain, ANK repeat and PH domain-containing protein 1 (Homo sapiens), …. ASAP1-stimulated ARF1 GTP hydrolysis, GDP FP detection. inhibition, % at 16.5 µM. 0.19% of 360,000 active. AID 624377, 2012; in the data active = inhibition above about 25%;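 also: 0% = vehicle with enzyme and substrate and 100% = no enzyme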
DDE Tn6 FP inh – inhibitors of Tn6 peptide binding to fibrin DD(E), primary screen, biochemical, fluorescence polarization, human fibrin, Tn6 probe; Fibrinogen beta chain (Homo sapiens), P02675; Fibrin DD(E) TRITC-Tn6 fluorescence polarization displacement; inhibition, % at 8.3 µM; 0.21% of 370,000 active;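 active = inhibition above a per-campaign cutoff: mean of compounds within control limits plus 3 SD, cut at about 15% in these data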;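 also: 0% = median of all compound wells on the plate and 100% = blocking peptide control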
TDP2 absorb – human TDP2 enzyme inhibitors, primary screen, biochemical, epi absorbance, recombinant enzyme; T5PNP hydrolysis, p-nitrophenol absorbance 415 nm; inhibition, % at 12.8 µM; 0.34% of 370,000 active;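 active = inhibition above the mean of all tested compounds plus 3 SD, set per campaign, cut at about 25% in these data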;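 also: 0% = DMSO with enzyme and 100% = buffer with substrate but no TDP2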
Target sequence (O95551 whole entry, looked up): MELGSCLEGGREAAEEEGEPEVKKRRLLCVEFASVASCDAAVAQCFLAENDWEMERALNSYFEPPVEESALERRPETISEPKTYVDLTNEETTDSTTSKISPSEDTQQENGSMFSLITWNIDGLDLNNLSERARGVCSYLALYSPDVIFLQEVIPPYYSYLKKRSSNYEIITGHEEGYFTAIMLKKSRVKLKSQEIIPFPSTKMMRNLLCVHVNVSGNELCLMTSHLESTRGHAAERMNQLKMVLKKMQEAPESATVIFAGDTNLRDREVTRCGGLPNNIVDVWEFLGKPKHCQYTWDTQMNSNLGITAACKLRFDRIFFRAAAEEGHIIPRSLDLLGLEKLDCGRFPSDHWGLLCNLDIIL
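Incubation: 2 h at 37 °C; Test system: recombinant human TDP2; Quantity: enzyme 120 nM; Read-out basis: percent inhibition; Medium: 50 mM Tris-HCl pH 7.5 with Mg2+, KCl, DTT, BSA; Repeats: single replicate; Compound: 12.8 µM single point, 1% DMSO; Signal: epi absorbance; Reagent: 5 mM T5PNP chromogenic substrate; Benchmarks: no-enzyme high, DMSO-plus-enzyme low.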
PLC-beta3 inh – human PLC-beta3 inhibitors, primary screen, biochemical, fluorescence; 1-phosphatidylinositol 4,5-bisphosphate phosphodiesterase beta-3 (Homo sapiens), Q01970; Purified PLC-beta3, fluorogenic substrate; inhibition, % at 12.2 µM; 0.18% of 370,000 active; in the data active = inhibition above about 11%;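 also: 0% = median of compound wells on plate and 100% = full blocker control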
ADAM10 inh – human ADAM10 inhibitors, primary screen, biochemical, QFRET, HTS | Disintegrin and metalloproteinase domain-containing protein 10 (Homo sapiens), O14672 | recombinant ADAM10, EDANS/DABCYL FRET peptide cleavage, 3 h | inhibition, % at 7 µM | 0.62% of 370,000 active | AID 720582, 2013;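 active = inhibition above a per-campaign cutoff equal to the mean of compounds falling between control-based bounds plus 3 SD, cut at about 20% in these data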;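 also: 0% = DMSO wells while the 100% control is not disclosed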
ARFGAP1 inh – inhibitors of rat ARFGAP1 GAP activity, primary screen, biochemical, fluorescence polarization, GDP tracer. 0.26% of 360,000 active. Arfgap1-stimulated ARF1 GTP hydrolysis, GDP FP detection. inhibition, % at 16.5 µM. ADP-ribosylation factor GTPase-activating protein 1 (Rattus norvegicus), Q62848;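 active = inhibition above a per-plate limit, mean inhibition of low control wells plus 3 SD, cut at about 25% in these data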;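 also: 0% = DMSO wells with enzyme and 100% = wells lacking Arfgap1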
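Material: rat Arfgap1 catalytic domain, aa 1-136; also added: human ARF1(Δ1-17)-GTP substrate; compound dosing: one concentration, 16.5 µM, DMSO 1.26%; incubation: GTP hydrolysis reaction 2 h at 25 °C; measured by: Tracer-displacement fluorescence polarization with EDTA stop, 620/688 nm; evaluation: % inhibition from polarization; repeats: one replicate per compound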
Active calls of the source: *; nt = no result given. An unsorted share of the library; any-hit rate near 3.6%.

SMILES	PLC-gamma1 inh	ADAM17 inh	SIAE primary	Tn7 DDE FP	ASAP1 GAP inh	DDE Tn6 FP inh	TDP2 absorb	PLC-beta3 inh	ADAM10 inh	ARFGAP1 inh
CC1=C(C(=O)N2CCCC(N3CCN(c4cccc(C(F)(F)F)c4)CC3)C2)OCCO1 (configuration not stated)	-1	-1	14	-3	6	-4	8	-7	-4	6
N#Cc1ccc(C(=O)NC(=S)NC2CCCCC2)cc1	-4	-3	-4	5	2	-5	-8	-2	-18	8
CC1(C)CC(=O)C/C(=N\NC(=O)Cc2ccccc2)C1	-6	-5	-1	0	-6	2	-10	-8	-6	3
COc1cc(SC)ccc1C(=O)NC(C)C	5	4	-3	-9	0	7	-10	4	-2	7
Cc1nn(Cc2ccccc2Cl)c(C)c1NC(=O)c1noc2c1CCCCC2	1	0	-2	-5	-8	-3	-4	4	7	4
CN(CC(=O)Nc1cccc(F)c1)C(=O)c1cccc(S(=O)(=O)N2CCN(Cc3ccccc3)CC2)c1	-1	6	3	-1	1	1	0	-2	1	7
Cc1ccc(NC(=O)Cn2ccnc2)cc1C	-18	-4	-6	3	4	0	7	-6	5	3
Cc1cc(-c2nc(C)c(C(=O)NNS(=O)(=O)c3ccccc3)s2)no1	-2	-6	6	-1	3	-5	20	0	-5	-11
Cc1ccc(-n2ncc3c(=O)[nH]cnc32)c(C)c1	-1	0	1	4	-3	-2	0	0	6	-3
O=C(N/N=C\c1ccccc1F)c1ccc(-c2ccccc2)cc1	-4	-3	-24	-3	-3	-4	0	-12	-5	15
COC(=O)C1CCN(C(=O)c2ccc(Cl)c(S(=O)(=O)NCc3ccco3)c2)CC1	6	0	-12	-5	0	-1	-6	1	0	-12
COC(=O)c1ccc(Cn2cnc3c(N)ncnc32)cc1	-5	-4	-6	-6	15	-2	5	1	-8	17
COc1ccc(N(C)S(=O)(=O)c2ccc3c(c2)CC(C)N3C(=O)C2CC2)c(OC)c1 (configuration not stated)	1	-2	11	4	-2	3	8	-1	8	-2
COCCNC(=O)C1(C)CCCN(C(=O)Cc2ccc3ccccc3c2)C1 (configuration not stated)	3	-2	-1	-7	3	-2	2	5	-5	-6
Cc1cc(C)cc(NC(=O)CSc2nc(N)c(NC(=O)c3ccc(Br)o3)c(=O)[nH]2)c1	-7	-5	11	7	-6	11	13	-18	-11	-6
CCc1cc(=O)oc2c(C)c(OCC(=O)NCCCN3CCOCC3)ccc12	-13	-25	16	0	6	2	6	-23	-74	2
COc1ccccc1CNC(=O)Nc1nc(C(N)Cc2ccc(Cl)cc2)cs1 (configuration not stated)	8	-1	-6	4	-1	0	-2	0	-4	12
O=C(CCC(=O)c1cccs1)NCCc1ccc(F)cc1	-4	0	2	6	5	4	6	-7	-4	2
COCCN(CC(=O)NC1CCCCC1)C(=O)CSc1nc2ccccc2o1	2	-4	4	-5	-11	-3	2	1	-4	-2
CCC(=O)NCCNc1nc2cc(C)cc(C)c2cc1C#N	-38	-53	-4	1	1	-3	5	-62	-173	9
Nc1nc(-c2cc(O)ccc2[N+](=O)[O-])cc(-c2ccccc2)c1[N+](=O)[O-]	-63	-7	16	11	-5	-4	0	-77	-4	-2
Cc1nn(Cc2ccc(Cl)c(Cl)c2)c(C)c1NC(=O)c1sc2ccccc2c1Cl	3	1	-1	-7	2	6	2	-1	5	-2
Cc1cc(C)cc(NS(=O)(=O)c2ccc3c(c2)C(C)(C)C(=O)N3C)c1	3	1	-6	4	-20	-12	1	4	0	-1
c1coc(CNc2c3c(nc4ncnn24)CCCC3)c1	-1	-3	-3	-5	5	2	4	3	-5	-2

Six of the compounds above, with bars between the fields:
smiles | PLC-gamma1 inh | ADAM17 inh | SIAE primary | Tn7 DDE FP | ASAP1 GAP inh | DDE Tn6 FP inh | TDP2 absorb | PLC-beta3 inh | ADAM10 inh | ARFGAP1 inh
COCCNC(=O)C1(C)CCCN(C(=O)Cc2ccc3ccccc3c2)C1 (configuration not stated) | 3 | -2 | -1 | -7 | 3 | -2 | 2 | 5 | -5 | -6
Cc1ccc(NC(=O)Cn2ccnc2)cc1C | -18 | -4 | -6 | 3 | 4 | 0 | 7 | -6 | 5 | 3
O=C(N/N=C\c1ccccc1F)c1ccc(-c2ccccc2)cc1 | -4 | -3 | -24 | -3 | -3 | -4 | 0 | -12 | -5 | 15
N#Cc1ccc(C(=O)NC(=S)NC2CCCCC2)cc1 | -4 | -3 | -4 | 5 | 2 | -5 | -8 | -2 | -18 | 8
O=C(CCC(=O)c1cccs1)NCCc1ccc(F)cc1 | -4 | 0 | 2 | 6 | 5 | 4 | 6 | -7 | -4 | 2
CC1(C)CC(=O)C/C(=N\NC(=O)Cc2ccccc2)C1 | -6 | -5 | -1 | 0 | -6 | 2 | -10 | -8 | -6 | 3

(listing goes on)
SMILES	PLC-gamma1 inh	ADAM17 inh	SIAE primary	Tn7 DDE FP	ASAP1 GAP inh	DDE Tn6 FP inh	TDP2 absorb	PLC-beta3 inh	ADAM10 inh	ARFGAP1 inh
COc1cc(OC)c(NC(=S)NCc2ccccc2)cc1Cl	-2	-4	-6	-1	1	-8	-21	-6	0	3
COC(=O)[C@]1(C)CN(C(=O)OC(C)(C)C)C2=C1C(=O)C[C@@](C)(C(=O)OC(C)(C)C)C2	0	-4	4	0	nt	3	2	-1	-1	nt
COc1ccccc1C(=O)NNC(=O)C(=O)NCc1ccccc1	3	-1	0	-2	3	-5	1	0	5	0
O=C(Nc1cccc2c1C(=O)NC2=O)c1cccc(N2C(=O)CCC2=O)c1	-52	-71	-1	-3	4	-6	9	-61	-211	7
Cc1cc(S(=O)(=O)Nc2ccc(C(=O)NCCN3CCOCC3)cc2)ccc1F	-1	-3	7	6	-6	0	4	-1	-7	-3
Cc1ccc(-n2c(C)nn(Cc3ccc([N+](=O)[O-])cc3)c2=O)cc1	1	-2	0	7	-3	-2	-21	-2	-2	-12
CCc1ccc(NC(=O)CSc2nnc(Cc3cccn3C)n2-c2ccc(OC)cc2)cc1	-1	2	-6	-1	3	2	-3	-2	-1	-11
O=C(/C=C/c1ccco1)N/C(=C\c1ccccc1)C(=O)NCCc1nc2ccccc2[nH]1	-4	5	7	-3	-18	3	7	-7	8	4
CC#CCCCC(=O)Nc1ccccc1C(=O)O	-1	2	19*	-15	5	-7	10	-5	-2	6
CN(CC(O)COC(c1ccccc1)c1ccccc1)C1CCCCC1 (configuration not stated)	5	2	-3	-4	3	0	-13	5	-1	0
CCNS(=O)(=O)c1ccc(C(=O)Nc2ccccc2)cc1	1	-3	-3	5	15	0	6	3	0	2
Cc1ccc(N2C(=O)c3cccc([N+](=O)[O-])c3C2=O)cc1C	-2	-4	-4	4	-3	-1	3	-7	6	-14
CC(=O)Nc1ccc(NC(=O)C(C)OC(=O)C2CCC2)cc1 (configuration not stated)	3	-5	-2	0	15	-11	-17	-3	-8	1
C=CCNc1nc(Nc2ccc([N+](=O)[O-])cc2)nc(N2CCCC2)n1	5	3	-2	9	4	2	10	1	4	-6
COc1ccc(C)cc1NC(=O)CCc1c(C)nn(-c2ccc(N3CCCCC3)nn2)c1C	-6	-4	3	-4	-6	0	-2	-18	-8	-8
CC(=O)Nc1ccc(NC(=O)C(C)OC(=O)/C=C/c2ccc3c(c2)OCO3)cc1 (configuration not stated)	-43	-19	-6	-8	-1	-10	-3	-38	-64	4
Nc1nnc(CC(=O)N/N=C\c2cc([N+](=O)[O-])ccc2O)s1	-2	4	1	-1	7	-2	-9	-4	4	9
CCOC(=O)C1CCCN(S(=O)(=O)c2cccc3cccnc23)C1 (configuration not stated)	4	-3	-2	1	-12	3	4	2	0	3
CCOC(=O)C1(CCc2ccccc2)CCN(C(=O)CCc2cnccn2)CC1	1	-6	-2	-4	2	-8	-1	-1	-7	13
COc1ccc(NC(=O)c2ccc(CN3CCc4ccccc4C3)cc2)c(OC)c1	-1	-3	5	-4	13	3	-2	-3	-4	12
Cc1ccccc1CN1CCN(Cc2cc3ccccc3o2)CC1CCO (configuration not stated)	2	-3	-1	5	-5	7	-7	-6	-3	-7
CC(C)Oc1ccc(C(=O)CCN2CCCCC2)cc1	1	-1	-3	-3	-4	-2	-8	1	-26	-2
CCN(CC(=O)NC1CCS(=O)(=O)C1)c1ccc(S(=O)(=O)N(CC)CC)cc1[N+](=O)[O-] (configuration not stated)	6	-2	0	-11	11	5	-3	-8	-21	7
